# ARNT TACC3 PPI = disruptors of human ARNT/TACC3 interaction; Q9Y6A5; AlphaScreen His-ARNT PAS-B/GST-TACC3 binding, luminescence; TACC3 fragment carries E629A point mutation; inhibition, % at 9.99 µM; 390,000 compounds, 0.66% hits;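 active = mean inhibition of replicates at least 50% and at least half of replicates each reaching 50%; inconclusive = half or more replicates reach 50% but mean below 50%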;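 note: 0% = complete ARNT plus TACC3 wells and 100% = ARNT alone without TACC3; many hits fall short of the cut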
# GSIS activator = primary screen for activators of insulin secretion dependent on glucose, INS-1E cells, GLuc reporter luminescence | INS-1E GLuc reporter insulin secretion, 2-3 h | activation, % at 16.6 µM | 370,000 compounds, 0.61% hits | AID 743287;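 active = lowest replicate activation of at least 40%, so every replicate reaches that level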;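 note: 0% = median of neutral control wells and 100% = median of IBMX positive control wells; some compounds called inactive have numbers as strong as hits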
# ERp5 block = blocks human ERp5 reductase activity on insulin; Q15084; AID 651711; inhibition, % at 9.99 µM; ERp5 insulin aggregation, absorbance 650 nm, 90 min; 350,000 compounds, 0.05% hits;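 active = mean replicate inhibition above about 25%, with every replicate also reaching it, limit read from the data, passing the limit was not always enough; inconclusive = only one of those two criteria met; inactive = neither criterion met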
# Target sequence (Q15084 whole entry, looked up): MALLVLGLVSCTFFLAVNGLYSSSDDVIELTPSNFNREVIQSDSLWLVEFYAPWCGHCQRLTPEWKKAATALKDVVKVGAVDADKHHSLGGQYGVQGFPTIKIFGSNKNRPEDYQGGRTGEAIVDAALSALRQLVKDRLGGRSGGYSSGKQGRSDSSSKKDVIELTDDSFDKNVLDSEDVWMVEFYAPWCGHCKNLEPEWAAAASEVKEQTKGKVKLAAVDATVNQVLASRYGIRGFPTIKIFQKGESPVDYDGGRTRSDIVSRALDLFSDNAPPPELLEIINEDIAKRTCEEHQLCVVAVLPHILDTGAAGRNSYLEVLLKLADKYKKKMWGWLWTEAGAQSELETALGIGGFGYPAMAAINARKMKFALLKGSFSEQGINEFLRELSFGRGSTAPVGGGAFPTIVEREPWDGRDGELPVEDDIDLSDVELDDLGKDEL
# Xi reactivation = reactivates the inactive X chromosome in mouse fibroblasts | XiGFP mouse fibroblasts, % GFP-positive cells imaging, 3 d; cells co-treated with 5-aza-dC sensitizer; scaled so ellipticine positive control = 100% | activation, % at 7.58 µM | 360,000 compounds, 0.055% hits;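 active = mean normalized replicate activation at least 10% and every replicate at or above 10%; inconclusive = only one of the two criteria met; inactive = mean below 10% and not all replicates reach 10%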;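 note: 0% = median of on-plate neutral control wells and 100% = ellipticine 6 µM median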
#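 material = 68-5-11 XiGFP fibroblast line | medium = DMEM plus 5-aza-dC sensitizer | schedule = 3 days compound exposure | benchmarks = positive control ellipticine, 6 µM final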
# F508del corr = correctors of CFTR F508del function in bronchial epithelial cells; CFBE cells, YFP halide quenching; stimulated with forskolin plus potentiator P3; % fluorescence drop versus neutral controls; activity (quench increase), % at 7.58 µM; 350,000 compounds, 0.36% hits;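 active = mean added fluorescence quench of at least 8% versus neutral control, with both replicates also reaching 8%; inconclusive = only one of the mean or replicate conditions met; inactive = mean below 8% and not both replicates reaching 8%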;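 note: cells transiently co-express mutant CFTR-F508del with the halide-sensitive YFP; corrector assay measuring rescue of mutant channel to the surface after 24 h compound exposure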
# EWS-Fli block = inhibitors of EWS/Fli oncoprotein transcriptional activity; A673 NR0B1-luciferase reporter, viability-normalised; inhibition, % at 12.6 µM; 350,000 compounds, 0.67% hits;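 active = mean inhibition of at least 50% after viability correction, with every replicate also passing that limit; inconclusive = mean reaches 50% but only one of two replicates passes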;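 note: firefly luciferase signal divided by Alamar Blue viability fluorescence both relative to DMSO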
# DENV2 CPE = protects cells from dengue virus 2 cytopathic effect. 350,000 compounds, 1.7% hits. AID 651640. DENV2-infected cells, cytopathic effect rescue, plate reader. CPE inhibition, % at 9.99 µM; in the data active = CPE inhibition above about 20%, passing the limit was not always enough; inconclusive = no clear call, values can overlap the other calls; tested in BHK-21 cells;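 note: 0% = median of neutral control wells and 100% = median of positive control wells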
# PAX8 reporter = inhibitors of PAX8 transcriptional activity in RMG-I cells | RMG-I TPO-luciferase reporter, SteadyGlo, 24 h | inhibition, % at 12.6 µM | 360,000 compounds, 1.2% hits | AID 652154;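 active = mean replicate inhibition at least 60% with every replicate also reaching 60%; inconclusive = only one of the two criteria is met; inactive = mean below 60% and not all replicates reaching 60%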;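 note: luciferase light reporting Pax8 driven TPO promoter activity; plate controls were median of neutral control wells for no effect and mitoxantrone controls for full effect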
# * marks the source's active call; other numbers are inactive results; ? = inconclusive; . = no result given; & = joins results of further samples. Hits appear at their usual frequency; 4.2% or so of the library scored in one or more.
# Start of the listing, in advance, four compounds:
SMILES,ARNT TACC3 PPI,GSIS activator,ERp5 block,Xi reactivation,F508del corr,EWS-Fli block,DENV2 CPE,PAX8 reporter
O=C(NCCc1ccccc1Cl)c1ccc2nc3ccccc3c(=O)n2c1,-4,1,-4,0.0,-3.0,-13,3,-28
CCOc1cc(/C=C2\N=C(C)OC2=O)cc(Cl)c1OCC(=O)OC,-9,24,4,0.0,-0.5,1,-3,14
CC(=O)Nc1cccc(NC(=O)c2cc(-c3ccccn3)nc3ccc(Cl)cc23)c1,10,-1,0,0.1,3.0,5,-3,12
O=S(=O)(c1cc(Cl)ccc1Cl)n1cccn1,-10,0,3,0.0,-0.5,11,.,0

# The whole of this part, from the first entry:
SMILES,ARNT TACC3 PPI,GSIS activator,ERp5 block,Xi reactivation,F508del corr,EWS-Fli block,DENV2 CPE,PAX8 reporter
O=C(NCCc1ccccc1Cl)c1ccc2nc3ccccc3c(=O)n2c1,-4,1,-4,0.0,-3.0,-13,3,-28
CCOc1cc(/C=C2\N=C(C)OC2=O)cc(Cl)c1OCC(=O)OC,-9,24,4,0.0,-0.5,1,-3,14
CC(=O)Nc1cccc(NC(=O)c2cc(-c3ccccn3)nc3ccc(Cl)cc23)c1,10,-1,0,0.1,3.0,5,-3,12
O=S(=O)(c1cc(Cl)ccc1Cl)n1cccn1,-10,0,3,0.0,-0.5,11,.,0
C[C@@H]1CN([C@H](C)CO)C(=O)c2cccc(NC(=O)Nc3ccc4c(c3)OCO4)c2O[C@H]1CN(C)C,13,14,6,-0.1,3.2,-8,-2,-53
Cn1c(SCC(=O)Nc2cc(S(=O)(=O)N3CCOCC3)ccc2N2CCOCC2)nnc1-c1ccncc1,-5,-1,3,0.1,-1.5,4,-3,-15
CC1(C)C2CCC1(C)C(NC(=O)/C=C/c1ccccc1)C2 (stereo not drawn),10,-25,5,0.0,-1.8,-6,1,-30
Cc1noc(C)c1NC(=O)Nc1ccc2c(c1)CC(=O)N([C@H](C)CO)C[C@H](C)[C@@H](CN(C)S(=O)(=O)c1ccc(Cl)cc1)O2,-6,30,5,1.1,-3.1,0,-4,-4
Cc1ccc(-n2cc(-c3ccccc3)c3c(N4CCN(C)CC4)ncnc32)cc1,13,-38,4,0.0,-1.5,-7,-6,-2
Cc1noc(C)c1S(=O)(=O)N(C)C[C@H]1OCCCC[C@@H](C)Oc2ccc(NS(C)(=O)=O)cc2C(=O)N([C@@H](C)CO)C[C@H]1C,5,7,0,-0.1,0.6,-11,-2,.
COCCCNC(=O)CSc1nc2ccccc2c(=O)n1CCc1ccc(S(N)(=O)=O)cc1,-2,19,3,-0.1,-3.1,.,4,26
CCCn1nnc(NC(=O)c2ccccc2Cl)n1,7,3,-1,.,-1.1,-25,?,.
Cc1ccc(S(=O)(=O)Nc2ccc(C(=O)N3CCOCC3)cc2)cc1,-8,6,-1,0.0,-4.6,-8,19,0
COc1cc2c(cc1OC)C1=CC(=O)C(=O)N1C(C)(C)C2,0,21,-3,0.0,-2.6,12,8,11
O=C(/C=C/c1ccccc1)OCc1cncs1,2,-3,-1,0.7,-0.8,11,-5,4
Cc1ccc(S(=O)(=O)N[C@H]2CC[C@@H](CCNC(=O)C3CCCC3)O[C@@H]2CO)cc1,-5,-7,0,-0.1,-0.4,-2,-4,11
CC(C)NC(=O)N1CC(=O)N2[C@H](CO)[C@@H](c3ccc(/C=C/c4ccccc4)cc3)[C@H]2C1,.,-4,1,0.0,2.8,1,8,38
O=[N+]([O-])c1ccccc1/C=C/C=N/n1c(-c2cc(-c3ccccc3)n[nH]2)n[nH]c1=S,0,.,.,0.0,-0.7,12,3,5
CC1(C(=O)NS(=O)(=O)c2cccc(Cl)c2)CCN1C(=O)c1cccc2ccccc12 (stereo not drawn),.,-9,0,0.2,5.1,0,-12,14
CN(CC1COc2ccccc2O1)C(=S)Nc1ccccc1F (stereo not drawn),-1,-3,.,0.1,.,.,.,-4
NC(=O)c1ccsc1NC(=O)CCS(=O)(=O)c1ccc(Cl)cc1,.,-10,3,0.2,-0.5,10,1,65*
C[C@@H]1CN([C@H](C)CO)C(=O)c2cccc(NC(=O)Nc3ccc(F)cc3)c2O[C@@H]1CN(C)S(=O)(=O)c1ccc(F)cc1,-9,-7,-5,8.9,2.7,0,7,.
COc1cccc(CN2CCN(C(=O)c3cccc4ccccc34)CC2)c1,-4,-7,2,0.0,-1.4,-12,-3,7
CC(C)(C)OC(=O)N/N=C/c1ccc(Br)cc1,-4,8,-1,0.5,-1.6,-143,1,-292
CCCCN(C(=O)COC(=O)c1nc2nc(C)cc(C)n2n1)C1CCS(=O)(=O)C1 (stereo not drawn),-7,26,2,0.0,-3.5,-4,1,0
COC(=O)C[C@H](NC(=O)Cn1cnc2c(OCc3ccccc3)ncnc21)C(=O)OC,1,26,-9,0.0,0.3,-12,2,-6
O=C(Nc1ccc(F)cc1)Nn1cnnc1,-7,8,5,0.3,-0.2,-6,5,10
O=C(c1cccc(-n2cccc2)c1)N1CCN(S(=O)(=O)c2ccccc2)CC1,3,5,-1,-0.1,0.8,-2,-11,5
CN1CCN(C(=O)C[C@H]2C=C[C@@H](NS(=O)(=O)c3cccc(F)c3)[C@@H](CO)O2)CC1,-6,-4,0,-0.4,-2.2,-6,-2,-4
Cc1ccccc1NC(=O)CSc1nc2n(n1)CCCCC2,-1,8,.,0.0,.,.,.,-5
O=C(CCC(=O)c1ccc(F)cc1)NC1CCCN(Cc2ccccc2F)C1 (stereo not drawn),0,2,?,0.2,0.1,-6,2,23
CCOC(=O)C1=C(COC(=O)c2cccnc2SC)NC(=O)NC1C (stereo not drawn),-6,23,-2,0.0,5.1,3,1,-19
O=C(NCC(=O)N1CCN(Cc2ccccc2)CC1)c1ccc(Br)o1,4,-3,-1,0.1,3.8,-13,9,-9
CCn1nnc(-c2ccccc2NC(=O)c2cc(OC)cc(OC)c2)n1,-5,13,-6,.,-0.8,8,2,.
CC(C)(C)C(=O)Cn1c(=O)n(-c2ccc(F)cc2F)c(=O)c2sccc21,-4,21,5,-0.2,-1.9,2,2,18
O=C(NC1=NCCS1)C1CCCCC1,2,16,-4,0.3,-0.9,-3,10,14
CCN1CCN(c2ccc(S(=O)(=O)N3CCCCC3)cc2NC(=O)CC(C)c2ccccc2)CC1 (stereo not drawn),6,-12,-4,-0.1,0.9,1,-5,-14
C[C@@H]1CCCCO[C@H](CN(C)C(=O)CCC(F)(F)F)[C@@H](C)CN([C@@H](C)CO)C(=O)c2cc(NC(=O)Nc3ccccc3)ccc2O1,1,-30,2,0.0,-0.3,9,-2,-8
C[C@H](CO)N1C[C@H](C)[C@@H](CN(C)Cc2ccncc2)OCCCC[C@H](C)Oc2ccc(NS(=O)(=O)c3ccc(Cl)cc3)cc2C1=O,2,-23,-1,0.1,3.4,12,-9,-14
CO[C@@H]1CN(C)C(=O)c2cc(NC(=O)C3CC3)ccc2OC[C@H](C)N(C(C)=O)C[C@H]1C,2,3,2,-0.5,-1.1,-4,5,-3
O=C(CN1CCOCC1)N[C@H]1CC[C@H](CCNC(=O)C2CCCCC2)O[C@H]1CO,-15,-4,-3,-0.2,2.1,4,-10,9
O=C(O)CSc1ncccn1,1,-4,-6,53*,-1.1,-3,-3,13
Cc1ccc(-c2nnn(CC(=O)N(CCN3CCOCC3)C(C(=O)NC3CCCC3)c3ccncc3)n2)o1 (stereo not drawn),-4,0,3,0.0,-0.1,-22,5,17
CC1(c2nnc(Cc3ccccc3)o2)CC(c2ccccc2Br)=NO1 (stereo not drawn),-3,-2,7,0.0,1.8,-13,1,-7
Nc1cc(=O)[nH]c(SCC(=O)N2N=C(c3ccc(Cl)cc3)CC2c2ccco2)n1 (stereo not drawn),.,-8,0,0.0,0.6,-4,3,-15
CCCCC(=O)NC(=S)Nc1ccc(S(=O)(=O)N2CCCC2)cc1,-2,-10,.,0.1,.,.,.,-1
CC(=O)N1[C@@H]2c3cccc(=O)n3C[C@H]1[C@H](CO)[C@H]2C(=O)N[C@H](C)c1ccccc1,.,-2,-1,0.3,-2.2,.,-11,-13
COC(=O)c1cc(S(=O)(=O)N2CCCC2=O)c(Cl)cc1Cl,-2,3,3,0.0,0.8,24,4,-4
O=C(CCN1C(=O)/C(=C\c2ccc(F)cc2)SC1=S)Nc1ccccc1,-1,16,3,0.3,4.3,-2,-3,6
CCc1nnc(NC(=O)C2CCC(CNc3c(N4CCC(C)CC4)c(=O)c3=O)CC2)s1 (stereo not drawn),-5,.,2,-0.1,-2.1,10,0,16
C[C@H](CO)N1C[C@H](C)[C@@H](CN(C)S(C)(=O)=O)Oc2c(NC(=O)Nc3ccc4c(c3)OCO4)cccc2C1=O,-2&0,26&12,-2&2,0.3&0.1,-1.0&1.6,-10&-8,-1&-1,5
C[C@H]1CCCCO[C@@H](CN(C)CC2CCCCC2)[C@@H](C)CN([C@@H](C)CO)C(=O)c2cc(NC(=O)NC3CCCCC3)ccc2O1,-3,-24,.,-0.1,-1.8,1,-15,31
NC(=O)Nc1ccc(C(=O)N2CCN(S(=O)(=O)Cc3ccccc3)CC2)cc1,1,12,-3,-0.1,0.4,-1,-6,3
Cc1ccc(S(=O)(=O)N2CCCCC2)cc1NC(=O)c1ccccn1,-6,.,5,0.0,-0.5,7,-1,-3
CC(C)c1cn(CC[C@H]2CC[C@H](NC(=O)c3cccc(F)c3)[C@H](CO)O2)nn1,-10,-6,4,0.6,0.0,1,-1,1
Cc1cc(N/N=C/c2ccccc2O)nc(N2CCOCC2)n1,12,-12,1,-0.1,-2.5,7,-3,-8
Cc1cc(C)c(CN2CCC(N3CCC(C(=O)NCC4CCCO4)CC3)CC2)cc1C (stereo not drawn),1,1,3,0.2,3.0,10,1,-9
CC(C)C1CCN(C(=O)C2CCC(=O)N(C3CCCCCC3)C2)CC1 (stereo not drawn),.,.,3,0.1,1.9,-46,-18,-117
CCn1c(=O)c(=O)n(CC)c2cc(S(=O)(=O)Nc3ccc(C)cc3)ccc21,-6,-32,-4,-0.2,-0.7,-4,0,-7

# Only DENV2 CPE and ARNT TACC3 PPI, for some of the entries so far:
SMILES,DENV2 CPE,ARNT TACC3 PPI
C[C@H]1CCCCO[C@@H](CN(C)CC2CCCCC2)[C@@H](C)CN([C@@H](C)CO)C(=O)c2cc(NC(=O)NC3CCCCC3)ccc2O1,-15,-3
NC(=O)Nc1ccc(C(=O)N2CCN(S(=O)(=O)Cc3ccccc3)CC2)cc1,-6,1
Cc1ccc(S(=O)(=O)N2CCCCC2)cc1NC(=O)c1ccccn1,-1,-6

# High-throughput results: PubChem BioAssay, Broad Institute
